phage Ecoli inh = growth loss of phage-infected E. coli, primary screen, RecBCD inhibitor project, absorbance, with phage, HTS. inhibition, % at 11.9 µM. actives 0.26% (n = 360,000). AID 651602, 2012; in the data active = inhibition above about 11%
MOR-DOR inv ag = inverse agonists of MOR-DOR heterodimerization, primary screen, cell-based, luminescence; inhibition, % at 9.3 µM; actives 0.21% (n = 340,000); cell-based MOR-DOR heterodimer luminescence, inverse agonism; AID 504357, 2011; in the data active = inhibition above about 22%, passing the limit was not always enough;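 note: 0% = cells with DMSO and 100% = wells without cells with DMSO; values of inactives mirror those of a sister screen read the other way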
Target sequence (P35372 whole entry, looked up): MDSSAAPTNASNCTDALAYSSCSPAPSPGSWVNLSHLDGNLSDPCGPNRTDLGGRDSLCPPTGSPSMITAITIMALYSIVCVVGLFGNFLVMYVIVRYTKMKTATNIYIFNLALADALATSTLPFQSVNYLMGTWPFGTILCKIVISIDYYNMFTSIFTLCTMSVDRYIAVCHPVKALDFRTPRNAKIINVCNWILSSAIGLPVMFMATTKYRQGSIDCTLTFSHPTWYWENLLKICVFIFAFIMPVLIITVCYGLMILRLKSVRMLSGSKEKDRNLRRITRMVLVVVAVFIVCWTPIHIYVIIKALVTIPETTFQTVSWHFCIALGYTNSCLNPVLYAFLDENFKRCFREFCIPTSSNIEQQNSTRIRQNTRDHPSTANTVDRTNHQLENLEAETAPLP
Target sequence (P41143 whole entry, looked up): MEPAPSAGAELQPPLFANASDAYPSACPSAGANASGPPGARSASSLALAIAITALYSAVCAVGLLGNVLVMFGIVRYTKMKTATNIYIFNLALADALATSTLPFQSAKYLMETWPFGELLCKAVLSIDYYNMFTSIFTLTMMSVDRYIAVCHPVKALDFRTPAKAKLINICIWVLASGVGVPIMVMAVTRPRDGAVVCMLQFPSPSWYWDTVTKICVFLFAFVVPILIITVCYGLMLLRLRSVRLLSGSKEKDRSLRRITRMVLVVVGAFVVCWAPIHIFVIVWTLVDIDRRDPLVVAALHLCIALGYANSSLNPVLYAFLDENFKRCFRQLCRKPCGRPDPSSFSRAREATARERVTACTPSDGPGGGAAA
PKA-R2B activ = activators of PKA-R2B holoenzyme, primary screen, biochemical, fluorescence polarization, Cy5-IP20, human; PKA-R2B holoenzyme dissociation; R2B truncated from residue 108, S112A mutant; 0% DMSO only, 100% 113 µM cGMP; cAMP-dependent protein kinase catalytic subunit beta (Homo sapiens) + cAMP-dependent …; actives 0.079% (n = 340,000); activation, % at 11.4 µM;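 active = activation above a cutoff set at the mean over all compounds plus 3 SD, cut at about 18% in these data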;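 note: higher means more holoenzyme dissociation and a rise in polarization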
AddAB inh = growth inhibition of E. coli expressing H. pylori AddAB, primary screen, AddAB inhibitor project, absorbance; inhibition, % at 11.9 µM; actives 0.29% (n = 330,000); in the data active = inhibition above about 12%;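 note: 0% = vehicle wells of infected cells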
Mot1-301 SUMO = yeast Mot1-301 growth rescue at high temperature, primary screen, SUMOylation pathway inhibitor project, S. cerevisiae, ATP luminescence, 38.5C | S. cerevisiae Mot1-301 growth rescue; percent above DMSO median, 100 means doubled | growth rescue, % at 18.8 µM | actives 1% (n = 320,000);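 active = every valid replicate shows activation above 250% relative to neutral control wells; inactive = the rest, any valid replicate at or below 250%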;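 note: OY570 slx delta 5 strain wells were the positive control but not used for scaling; some compounds called inactive have numbers as strong as hits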
Tat export inh = E. coli Tat export inhibitors, primary screen, MC4100, TorA-mCherry reporter, fluorescence, single point | actives 0.036% (n = 340,000) | inhibition, % at 10 µM;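 active = mean replicate inhibition at least 50% and at least half of replicates individually reaching 50%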;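 note: exported cargo escapes ClpAP degradation while cytoplasmic cargo is degraded and loses fluorescence; 0% = median of neutral control wells and 100% = median of NaSCN control wells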
PfHsp90 yeast 2 = growth inhibition of PfHsp90-expressing yeast, primary screen, antimalarial PfHsp90 inhibitor project, S. cerevisiae, BacTiter-Glo luminescence, single point, set 2; actives 0.32% (n = 310,000); inhibition, % at 9.4 µM; BacTiter-Glo ATP, 48 h; yeast lacking PDR1 and PDR3 efflux regulators;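 active = every replicate shows inhibition above about 80%, whatever the replicate mean, limit read from the data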;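 note: 0% = DMSO neutral controls and 100% = 20 µM radicicol positive controls; yeast relying on Plasmodium falciparum Hsp90 in place of its own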
MOR-DOR ag = agonists of OPRM1-OPRD1 heterodimerization, primary screen, cell-based, luminescence; Mu-type opioid receptor (Homo sapiens) + Delta-type opioid receptor (Homo sapiens), …; activation, % at 9.3 µM; actives 0.3% (n = 340,000); cells; AID 504326, 2011; in the data active = activation above about 18%;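 note: 0% = vehicle-treated cells and 100% = reference agonist; values of inactives mirror those of a sister screen read the other way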
E coli growth = E. coli V3065 growth inhibition, primary screen, counter-screen for AddAB inhibitor project, absorbance, OD600; AID 449728, 2010; inhibition, % at 11.9 µM; 18 h; actives 0.27% (n = 330,000);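 active = inhibition above the campaign's mean inhibition across all tested compounds plus 3 SD, cut at about 9.9% in these data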;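 note: uninfected addAB+ strain grown without phage in ampicillin broth; 0% = DMSO wells and 100% = ciprofloxacin 0.95 µg/ml wells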
HTR5A inv ag = HTR5A inverse agonists in luminescence cell assay, primary screen, counter-screen for OPRM1-OPRD1 heterodimer inverse agonist project, full-deck HTS. 5-hydroxytryptamine receptor 5A (Homo sapiens), P47898. actives 0.083% (n = 340,000). inhibition, % at 9.3 µM. HTR5A cell line, inverse agonism; in the data active = inhibition mostly above about 23%, no sharp cut-off; inactive = mostly below about 18%;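 note: 0% = cells with DMSO and 100% = no-cell wells with DMSO; some compounds called inactive have numbers as strong as hits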
PKA-R1A act = activators of PKA-R1A holoenzyme, primary screen, biochemical, fluorescence polarization, Cy5-IP20, bovine R1A, mouse PKAc | AID 504707, 2011 | activation, % at 11.4 µM | actives 0.083% (n = 340,000) | cAMP-dependent protein kinase type I-alpha regulatory subunit (Bos taurus) + … | PKA-R1A dissociation; scaled: DMSO 0%, 113 µM cGMP 100%;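 active = percent activation above the mean of all tested compounds plus 3 SD, cut at about 19% in these data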;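 note: higher means more PKAc released from R1A so a rise in polarization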
An asterisk follows results filed as active; x = not tested or not shown.

SMILES	phage Ecoli inh	MOR-DOR inv ag	PKA-R2B activ	AddAB inh	Mot1-301 SUMO	Tat export inh	PfHsp90 yeast 2	MOR-DOR ag	E coli growth	HTR5A inv ag	PKA-R1A act
Cc1sc2nc(CSCC(=O)N(C)c3ccccc3)[nH]c(=O)c2c1C	1.8	10	5	0.2	2	0	11	-1.9	-0.9	0	-1
CC(=O)OCCN(CCCn1c(-c2ccncc2)nc2ccccc21)c1nc(-c2ccc(C)cc2)cs1	1.5	16	-7	3.1	1	10	13	-2.8	-0.5	-23	2
CN(CC(=O)Nc1ccccc1C(F)(F)F)C(=O)c1cc(Cl)nc2ccccc12	-2.4	14	-5	-0.8	6	-6	18	-3.0	1.3	10	4
CCOc1cc2[nH]c(=S)n(CCC(=O)NCc3ccc(OC)cc3)c(=O)c2cc1OCC	2.4	20	12	1.6	5	0	-5	-4.5	-0.8	3	0
O=C(/C=C/c1ccc(OC(F)F)cc1)OCC(=O)N1CCN(C(=O)c2ccco2)CC1	4.3	-4	10	1.5	-3	-2	-4	0.6	0.6	-7	-2
CC(C)(C)C(=O)N1CCC(O)(CS(=O)(=O)c2ccc(Cl)c(Cl)c2)CC1	2.9	3	-3	0.9	-15	4	x	-0.6	0.5	-1	-9
CCc1ccc(CN(C)Cc2nc(Cc3cccc(C(F)(F)F)c3)no2)nc1	0.9	8	-2	-1.3	3	-1	-5	-1.5	-1.6	-17	-2
NC(=O)Cc1nc2scc(-c3ccc(Cl)cc3)c2c(=O)[nH]1	1.8	13	-5	3.5	73	-2	-9	-2.7	-3.0	-16	-9
O=C(O)c1ccc(NCc2cccnc2)cc1	-2.0	11	-9	-1.3	-7	-6	8	-1.9	0.5	-1	-3
O=C(O)CCCN1C(=O)NC2NC(=O)NC21 (stereo unspecified)	0.9	-10	6	0.7	2	25	0	1.9	-1.2	-4	4
Cc1oc2c(c(C)cc3oc(=O)c(CC(=O)N[C@H](C(=O)O)C(C)C)c(C)c32)c1C	0.0	3	-9	x	-5	8	7	-0.6	x	7	4
Cc1c(C(=O)Nc2cccc(Cl)c2)oc2ccc(S(=O)(=O)N3CCC4(CC3)OCCO4)cc12	x	-11	-3	-0.1	-5	-5	-8	2.0	-1.3	8	-5
COc1ccccc1-n1c(C)nnc1SCC(=O)NCc1ccccc1	3.1	0	-10	1.3	3	-1	4	-0.1	1.7	1	3
O=C(Nc1nc(-c2ccc3c(c2)OCO3)cs1)C1CC1	3.6	-10	-8	1.1	-20	6	-3	2.0	0.2	-14	-12
CCOC(=O)C1CCN(C(=O)CCC(=O)NNc2nc3ccccc3c3nc(C)nn23)CC1	2.7	10	9	4.2	10	-13	15	-2.0	0.3	0	-2
O=S(=O)(c1ccc2oc(=S)[nH]c2c1)N1CCCCC1	1.2	11	-3	0.0	0	0	-9	-2.1	1.9	-10	1
CC(C)C[C@H](NC(=O)c1nc[nH]c1C(=O)N1CCNCC1)C(=O)OCc1ccccc1	1.4	12	4	1.5	0	0	-11	-2.2	-2.2	-35	11
O=C(NNC(=O)c1ccc2ncccc2c1)c1ccc(Cl)cc1	2.3	-2	-9	-1.4	-7	3	32	0.4	0.9	-7	0
COc1ccc(NC(=O)CSC2CC(=O)N(c3ccc4c(c3)OCCO4)C2=O)cc1 (stereo unspecified)	2.1	14	4	1.9	8	3	x	-2.6	1.0	-15	3
O=C(c1ccc2snnc2c1)N1CCOCC1	-0.7	11	0	1.8	230	-4	12	-1.9	1.6	6	-9
CCCCCC1CC(COc2ccccc2)OC1=O (stereo unspecified)	3.5	-4	-2	0.0	-12	10	9	0.8	-0.6	7	-3
COc1cc2c(cc1OC)C(c1ccccc1)N(C(=O)CSCC(=O)O)CC2 (stereo unspecified)	2.2	9	-2	-1.7	4	-4	-16	-1.7	0.6	14	-1
COc1cc(OC)cc(-c2nc(SCC(=O)Nc3ccccc3F)n[nH]2)c1	0.2	-5	2	2.3	-28	-1	-8	1.3	-1.4	-22	-4
COc1ccc(CCNC(=S)Nc2cccc3ccccc23)cc1	1.3	-5	3	1.3	-8	-4	18	1.1	-2.4	16	-7
O=C(O)c1cccc(S(=O)(=O)Nc2ccccc2-c2ccccc2)c1	2.8	8	1	1.3	-7	9	2	-1.5	-2.2	-11	0
N#CC1=C(N)N(c2ccccc2)C2=C(C(=O)CCC2)C1c1ccccc1 (stereo unspecified)	1.3	-5	10	1.3	14	-3	44	0.8	-1.5	8	11
Cc1ccc(S(=O)(=O)Nc2nc(C)c(C(=O)Nc3ccccc3)s2)cc1	3.0	6	-13	1.0	-15	2	-7	-1.2	-0.3	-2	5
COc1cccc(-n2cnc3cccc(N)c32)c1	1.1	-13	-11	2.1	1	8	-12	2.2	-0.3	-2	-7
COc1ccc(-c2cc(C(=O)Nc3cc(C)ccc3O)no2)cc1	-0.8	16	-6	-0.8	369*	-4	-9	-3.6	-1.4	0	-3
O=C(Nc1cccc(Cl)c1)Nc1sccc1-c1nc2ccccc2s1	1.3	x	x	0.6	-18	-2	2	x	-1.2	x	x

At a glance, 8 of the compounds above:
SMILES	phage Ecoli inh	MOR-DOR inv ag	PKA-R2B activ	AddAB inh	Mot1-301 SUMO	Tat export inh	PfHsp90 yeast 2	MOR-DOR ag	E coli growth	HTR5A inv ag	PKA-R1A act
O=C(c1ccc2snnc2c1)N1CCOCC1	-0.7	11	0	1.8	230	-4	12	-1.9	1.6	6	-9
CCCCCC1CC(COc2ccccc2)OC1=O (stereo unspecified)	3.5	-4	-2	0.0	-12	10	9	0.8	-0.6	7	-3
COc1cc2c(cc1OC)C(c1ccccc1)N(C(=O)CSCC(=O)O)CC2 (stereo unspecified)	2.2	9	-2	-1.7	4	-4	-16	-1.7	0.6	14	-1
COc1cc(OC)cc(-c2nc(SCC(=O)Nc3ccccc3F)n[nH]2)c1	0.2	-5	2	2.3	-28	-1	-8	1.3	-1.4	-22	-4
COc1ccc(CCNC(=S)Nc2cccc3ccccc23)cc1	1.3	-5	3	1.3	-8	-4	18	1.1	-2.4	16	-7
O=C(O)c1cccc(S(=O)(=O)Nc2ccccc2-c2ccccc2)c1	2.8	8	1	1.3	-7	9	2	-1.5	-2.2	-11	0
N#CC1=C(N)N(c2ccccc2)C2=C(C(=O)CCC2)C1c1ccccc1 (stereo unspecified)	1.3	-5	10	1.3	14	-3	44	0.8	-1.5	8	11
Cc1ccc(S(=O)(=O)Nc2nc(C)c(C(=O)Nc3ccccc3)s2)cc1	3.0	6	-13	1.0	-15	2	-7	-1.2	-0.3	-2	5

(more compounds)
SMILES	phage Ecoli inh	MOR-DOR inv ag	PKA-R2B activ	AddAB inh	Mot1-301 SUMO	Tat export inh	PfHsp90 yeast 2	MOR-DOR ag	E coli growth	HTR5A inv ag	PKA-R1A act
O=C(CN1CCOCC1)Nc1nc2ccc(Br)cc2s1	1.8	6	-1	0.0	2	-3	x	-1.1	-0.3	0	10
COC(=O)c1scc(C)c1NC(=O)CSc1ccc(Cl)cc1	3.9	1	-9	-0.1	-2	-2	9	-0.1	-0.9	15	8
O=C(NCc1ccc(F)cc1)c1noc2c1CCCCC2	4.8	-22	1	x	x	3	-22	3.9	x	-6	-7
Cc1csc(SCC(=O)N(C)c2c(N)n(Cc3ccccc3)c(=O)[nH]c2=O)n1	1.9	10	-16	0.5	19	0	-9	-2.1	0.4	-32	-16
Cc1ccc(C(=O)O/N=C(\c2ccccc2)c2ccncc2)cc1	3.1	x	x	3.7	12	-3	5	x	1.3	x	x
Cc1nn(C)c(C)c1NC(=O)/C(C#N)=C\N(C)C	3.9	18	9	1.5	-14	-3	5	-3.6	1.1	4	2
O=C(CSc1nnnn1-c1cccc2ccccc12)Nc1ccc(N2CCOCC2)c(Cl)c1	2.7	6	-9	-0.6	66	-7	-4	-1.1	-0.2	-22	-5
CCOc1ccc(CCNC(=O)COC(=O)C2CCN(S(=O)(=O)c3ccc(C)c(C)c3)CC2)cc1OCC	-0.7	5	-8	-1.6	-11	12	-13	-1.4	0.8	-2	0
C=CCN(c1ccc(C(=O)Nc2ccc3c(c2)OCO3)cc1)S(C)(=O)=O	4.0	5	0	1.4	4	6	-13	-0.9	0.0	-7	-6
CNC[C@H]1Oc2c(NC(=O)c3ccc(-c4nccs4)cc3)cccc2C(=O)N([C@@H](C)CO)C[C@@H]1C	2.4	9	-7	0.1	-7	-1	7	-1.6	-0.1	12	-3
COc1ccc(CC(=O)N2N=C(C)CC2(O)c2cccnc2)cc1 (stereo unspecified)	0.3	7	-2	0.7	23	-7	-13	-1.2	0.6	17	-6
C=CCn1c(SCC(=O)NCC2CCCO2)nc2c([nH]c3ccccc32)c1=O (stereo unspecified)	1.2	14	-2	4.6	-11	8	-1	-2.5	-1.0	15	-8
CC(Oc1cc2oc(=O)c3c(c2cc1Cl)CCCC3)C(=O)NCC1CCC(C(=O)O)CC1 (stereo unspecified)	3.0	11	-5	2.1	12	-4	4	-2.1	1.6	-1	-2
O=C(/C=C/c1cccc(Br)c1)NCC1CCCCC1	4.3	-21	-8	7.6	11	-5	-36	4.1	5.4	-34	-9
C=CCN(c1cccc(C(F)(F)F)c1)S(=O)(=O)c1cccc(C(=O)OCC(=O)NC)c1	4.0	-1	-10	-1.0	-27	4	-28	0.1	-1.1	-5	-10
COCCN(C(=O)CNC(=O)c1ccco1)C(C(=O)NC1CCCC1)c1cccc(OC)c1 (stereo unspecified)	2.8	20	-5	2.6	-12	1	9	-3.8	-2.3	15	-7
Cc1ccc(CN(C)C(=O)COC(=O)CSc2ccc([N+](=O)[O-])cc2)cc1	1.3	-8	0	0.5	4	4	x	1.2	0.5	-14	9
COc1cc(N(C(=O)Cc2cccs2)C(C(=O)NC2CCCCC2)c2ccc(C)cc2)ccc1-n1cnnn1 (stereo unspecified)	1.8	9	1	5.2	-2	8	-26	-1.7	2.3	-3	4
OC1CCN(c2c3c(nc4cc(-c5ccc(Cl)cc5)nn24)CCC3)CC1	0.6	1	-8	1.8	-3	-6	-49	-0.2	-1.6	1	-6
CCCCC[C@H]1CN(Cc2ccc(OC)cc2)C(=O)[C@@H]1CC(=O)NCc1ccccc1	0.6	-9	-23	-0.8	-12	29	-8	1.6	0.2	-53	-12
COc1ccc(C(=O)NCC2CCCN2S(=O)(=O)c2cccs2)cc1 (stereo unspecified)	0.9	11	1	1.3	-4	15	-6	-1.6	1.8	-22	2

Rows are unselected (roughly 2.2% active in at least one column).
